NPYLR7 agonist: agonists of mosquito NPYLR7 receptor, primary screen, cell-based, Aedes aegypti, calcium fluorescence, mosquito biting behavior; Aedes aegypti neuropeptide Y-like receptor 7 (NPYLR7); HEK293T NPYLR7/Galpha15, GCaMP6s calcium fluorescence; activation, % at 10 µM; 270,000 tested, 0.15% active; AID 1259423, 2018; in the data active = activation above about 40%;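 also: 0% = vehicle and 100% = reference agonist at the receptor; some compounds past the cut are filed as inactive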
mcGAS inh: cyclic GMP-AMP synthase inhibitors, mouse, primary biochemical chemiluminescence. Q8C6L5. recombinant cGAS, Kinase-Glo ATP depletion luminescence. inhibition, % at 12.5 µM. 160,000 tested, 0.15% active;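 also: 0% = negative control wells and 100% = reference inhibitor with no enzyme activity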
hcGAS inh: Primary biochemical luminescence assay for human cyclic GMP-AMP synthase inhibitors | 290,000 tested, 0.081% active | Q8N884 | recombinant h-cGAS, ATP depletion, Kinase-Glo luminescence | inhibition, % at 12.5 µM | AID 1259398, 2018;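 also: 0% = vehicle reaction and 100% = reaction without DNA for no activity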
Target sequence (Q8N884 whole entry, looked up): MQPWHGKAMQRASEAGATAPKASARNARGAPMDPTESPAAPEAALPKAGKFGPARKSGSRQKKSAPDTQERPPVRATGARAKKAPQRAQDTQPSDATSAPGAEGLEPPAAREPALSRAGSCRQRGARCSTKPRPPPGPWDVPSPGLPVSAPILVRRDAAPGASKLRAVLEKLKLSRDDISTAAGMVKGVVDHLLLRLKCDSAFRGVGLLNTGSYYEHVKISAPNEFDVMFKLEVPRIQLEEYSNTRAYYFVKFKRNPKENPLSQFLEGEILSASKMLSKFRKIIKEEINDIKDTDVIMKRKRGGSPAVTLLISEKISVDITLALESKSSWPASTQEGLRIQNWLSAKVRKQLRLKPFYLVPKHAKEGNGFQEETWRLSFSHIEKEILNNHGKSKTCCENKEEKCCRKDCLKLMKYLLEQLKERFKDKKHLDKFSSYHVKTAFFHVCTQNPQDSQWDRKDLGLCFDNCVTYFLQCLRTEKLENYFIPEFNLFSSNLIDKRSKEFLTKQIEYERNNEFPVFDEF
Active calls of the source: *; & = joins results of further samples. Rule as the data show it, unless noted: active = inhibition above about 40%; inactive = the rest.

Screening Nc1nnc(CC(F)(F)F)s1 returned NPYLR7 agonist 4.0, mcGAS inh -13.8 and hcGAS inh -15.8.
`Cc1cccc2nc(C(=O)N3CCC(n4cc(C(C)(C)O)nn4)CC3)cn12` gave NPYLR7 agonist 8.3, mcGAS inh -19.7 and hcGAS inh -7.5.
Screening Cc1nc2c(OCc3cc(Cl)cc(Cl)c3)cccn2c1N(C)Cc1cccs1 returned NPYLR7 agonist -4.2, mcGAS inh -4.8 and hcGAS inh -8.8.
CN(C)CCn1ccnc1-c1ccc(-c2nc3ccccc3n2C)o1 was read as NPYLR7 agonist 11.3, mcGAS inh -10.0 and hcGAS inh -6.8.
Screening Cc1ccc(NC(=O)CSc2nccn(-c3ccc(C)c(C)c3)c2=O)c(C)c1 returned NPYLR7 agonist -1.1, mcGAS inh -8.8 and hcGAS inh -2.5.
`CC(C)N(CC(F)F)C(=O)CNC(=O)c1cccs1` gave NPYLR7 agonist 4.0, mcGAS inh -10.7 and hcGAS inh -5.6.
`CCCCCn1cc(C2CCN(S(=O)(=O)c3ccc4c(c3)CN(C(=O)C(F)(F)F)CC4)CC2)c2ccccc21` gave NPYLR7 agonist -0.4, mcGAS inh -6.1 and hcGAS inh -4.9.
`O=c1cc(N2CCC(c3c[nH]c4ccccc34)CC2)nc2ccccn12` gave NPYLR7 agonist 0.0, mcGAS inh -5.5 and hcGAS inh -9.0.
`Cc1ccc(-c2nccc(C(F)(F)F)n2)c2cccnc12` gave NPYLR7 agonist 4.4, mcGAS inh -11.5 and hcGAS inh -5.1.
COc1ccc(N=C2S/C(=C\c3cccs3)C(=O)N2c2ccc(OC)cc2)cc1 was read as NPYLR7 agonist 7.5, mcGAS inh -7.0 and hcGAS inh -3.4.
Screening Cc1ccc(C)c(C(O)c2ncc(-c3ccc4ccccc4c3)[nH]2)c1 (stereo not given) returned NPYLR7 agonist 1.9 and hcGAS inh -8.8.
Cc1c(Cl)cnn1CC(=O)Nc1ccc(F)cc1 was read as NPYLR7 agonist -20.9 and hcGAS inh -6.6.
`CN1C(=O)c2ccccc2NC1c1cccc(NC(=O)c2ccc(Cl)cc2)c1` (stereo not given) gave NPYLR7 agonist 0.1 and hcGAS inh -11.3.
O=C(CCn1c(=O)oc2cc(Cl)ccc21)NCCc1cccc2cccnc12 was read as NPYLR7 agonist -1.0 and hcGAS inh -9.5.
`CCCc1n[nH]c(=S)n1CC(=O)O` gave NPYLR7 agonist 6.4 and hcGAS inh -2.2.
For COc1ccc(NC(=O)C2CCN(C(=O)CCNC(=O)Nc3ccccc3Br)CC2)cc1 the results were NPYLR7 agonist -2.6, mcGAS inh -4.8 and hcGAS inh -2.8.
Screening CC(C)(C)C(=O)Nc1ccnn1C1CCN(C(=O)c2cccc(Cl)c2)CC1 returned NPYLR7 agonist 1.8 and hcGAS inh -0.2.
`CCC(C(=O)NCCc1cc(=O)[nH]c(C)n1)n1cc(C(C)=O)c2ccccc21` (stereo not given) gave NPYLR7 agonist 4.1 and hcGAS inh -6.2.
For Cc1cc(C)cc(NC(=O)C2C3CC4OC(=O)C2C4C3)c1 (stereo not given) the results were NPYLR7 agonist 5.2 and hcGAS inh -1.5.
COc1cccc(C(CN2CCN(C(=O)CCC3CCCC3)CC2)OCc2ccc(C#N)cc2)c1 (stereo not given) was read as NPYLR7 agonist 2.0, mcGAS inh -7.2 and hcGAS inh -8.5.
O=C(NC(C(=O)NCc1ccco1)C1CCN(C(=O)C2CC2)CC1)c1ccc(F)cc1 (stereo not given) was read as NPYLR7 agonist -2.5, mcGAS inh -4.5 and hcGAS inh -2.5.
For CCc1oc(C(=O)OC)cc1COc1cccc(CO)c1 the results were NPYLR7 agonist 1.5 and hcGAS inh -7.4.
For CCCCCc1ccc(C(=O)N(CC(=O)c2c(C)c(C(=O)OCC)n(CC)c2C)Cc2ccco2)cc1 the results were NPYLR7 agonist -10.4, mcGAS inh -4.1 and hcGAS inh -4.2.
`O=C(O)c1cc(-c2ccco2)nn1-c1ccc(F)cc1` gave NPYLR7 agonist -5.1 and hcGAS inh 4.9.
Screening CCOc1ccccc1CN1CCCn2cccc2C1c1ccc(F)cc1F (stereo not given) returned NPYLR7 agonist 1.1, mcGAS inh 4.7 and hcGAS inh -1.1.
`CCOC(=O)c1cc(C(C)CC(C)(C)C)sc1NC(=O)c1ccc(F)c(F)c1` (stereo not given) gave NPYLR7 agonist 5.9, mcGAS inh -6.4 and hcGAS inh -8.5.
Screening COc1ccc(Nc2ncc(-c3cccc(OC(F)(F)F)c3)n3ccnc23)cc1 returned NPYLR7 agonist -3.7, mcGAS inh -3.9 and hcGAS inh -3.3.
For COc1nc2c(cc1C(=O)N1CCCC3(CC1)CNC(=O)O3)CCC2 (stereo not given) the results were NPYLR7 agonist 5.3 and hcGAS inh -0.4.
For CCN(CC)Cc1cnc2c(C(=O)N(C)Cc3ccn[nH]3)cnn2c1 the results were NPYLR7 agonist 8.2 and hcGAS inh -8.0.
For COC(=O)[C@H]1C[C@@H](O)CCN1C(=O)CSc1ccccn1 the results were NPYLR7 agonist 2.2 and hcGAS inh -3.5.
For CCOCCCN(CC(=O)N(Cc1ccccc1)Cc1cccn1Cc1ccc(F)cc1)C(=O)c1ccc(Br)cc1 the results were NPYLR7 agonist 20.5, mcGAS inh -5.3 and hcGAS inh -2.7.
O=C(NCCN1CCCC1)c1cc2n(n1)CCN(Cc1ccccc1C(F)(F)F)C2=O was read as NPYLR7 agonist 8.5, mcGAS inh -2.5 and hcGAS inh 2.7.
CC(NC(=O)NCc1c(F)cccc1Cl)(C(=O)O)c1ccco1 (stereo not given) was read as NPYLR7 agonist 6.9 and hcGAS inh -4.8.
Screening CC1(Cc2ccccc2Cl)C(=O)Nc2ccc(Cl)cc21 (stereo not given) returned NPYLR7 agonist 1.1, mcGAS inh -4.2 and hcGAS inh -2.8.
For CCC(NC(=O)CCn1nc(C)cc1C)c1ccccc1 (stereo not given) the results were NPYLR7 agonist 6.3, mcGAS inh -15.0 and hcGAS inh -6.9.
Cc1nc2ccc(NC(=O)C3(C)CCCN(C)C3)cc2o1 (stereo not given) was read as NPYLR7 agonist 1.2 and hcGAS inh -17.0.
For O=[N+]([O-])c1cccc(S(=O)(=O)NCc2ccc3c(c2)OCO3)c1 the results were NPYLR7 agonist 3.6 and hcGAS inh -5.8.
CCCOc1ccccc1/C=C1/Oc2ccc(C(=O)OC)cc2C1=O was read as NPYLR7 agonist -1.7 and hcGAS inh 2.1.
`Cc1nsc(N)c1C(=O)OC(C)C(=O)Nc1ccc(F)c(Cl)c1` (stereo not given) gave NPYLR7 agonist 4.8 and hcGAS inh -9.2.
`CCOC(=O)c1sc2nc(C)nc(SCC(=O)OC(C)(C)C)c2c1C` gave NPYLR7 agonist 2.5 and hcGAS inh -8.4.
For Nc1nnc(-c2cc3cc([N+](=O)[O-])ccc3oc2=O)s1 the results were NPYLR7 agonist -7.5, mcGAS inh 5.3 and hcGAS inh 7.1.
For CCCC(=O)N1CCN(c2ccc(-n3cccn3)nn2)CC1 the results were NPYLR7 agonist 11.6 and hcGAS inh 2.4.
`COCCN(Cc1cc(NC(=O)C2CCCC2)ccc1N(C)C)C(=O)C1CC1` gave NPYLR7 agonist -6.3, mcGAS inh -4.0 and hcGAS inh -2.5.
`CC(c1ccc(-n2cncn2)cc1)N(C)Cc1ccc(C#N)cc1F` (stereo not given) gave NPYLR7 agonist 3.8 and hcGAS inh -14.6.
CC(C)S(=O)(=O)CC(=O)NC1CCCCC1Cc1ccccc1 (stereo not given) was read as NPYLR7 agonist 4.8, mcGAS inh -11.7 and hcGAS inh -7.9.
For CCOC1CC(OC(=O)c2sccc2-n2cnnn2)C1(C)C (stereo not given) the results were NPYLR7 agonist 2.8 and hcGAS inh -3.6.
Screening CCOC(=O)C1NCC2=CC(C)(C)COc3ccc(OC)c1c32 (stereo not given) returned NPYLR7 agonist -0.6, mcGAS inh -7.7 and hcGAS inh 3.4.
`Cc1cc(NC(C)C)n2nc(C)c(-c3ccc(Cl)cc3)c2n1` gave NPYLR7 agonist -2.3, mcGAS inh -6.8 and hcGAS inh -6.5.
For CN(Cc1ccc(C(=O)NC2CC2)cc1)C(=O)C1CC(c2cccc(F)c2)=NO1 (stereo not given) the results were NPYLR7 agonist 13.5, mcGAS inh -13.7 and hcGAS inh -6.6.
CC1CC(C(F)(F)F)n2ncnc2N1 (stereo not given) was read as mcGAS inh -5.5 and hcGAS inh -10.6.
Cc1cc(N2CCOCC2)n2nc(C)c(-c3ccccc3)c2n1 was read as NPYLR7 agonist -0.4, mcGAS inh -7.0 and hcGAS inh -4.0.
Screening CCOC(=O)CC(=O)Nc1ccc2[nH]cc(CCN3CCN(c4cccc(C(F)(F)F)c4)CC3)c2c1 returned NPYLR7 agonist 0.4, mcGAS inh -1.8 and hcGAS inh -0.1.
`Cc1cccc(NC(=O)CCS(=O)(=O)c2ccccc2F)c1C` gave NPYLR7 agonist -5.8 and hcGAS inh -5.9.
`COc1ccc(C)cc1NC(=O)CC1CCS(=O)(=O)C1` (stereo not given) gave NPYLR7 agonist 2.3 and hcGAS inh -5.6.
`CCN(Cc1ccc2c(c1)OCO2)C(=O)Nc1cccc(-n2nnnc2C)c1` gave NPYLR7 agonist -1.1, mcGAS inh -18.6 and hcGAS inh -11.0.
Screening COc1ccc(C(=O)NC2CC2)c(OC2CCN(Cc3cccc4nonc34)CC2)c1 returned NPYLR7 agonist 12.6 and hcGAS inh -1.7.
For Cc1c(C(=O)NCCO)c(C(F)(F)F)nn1C1CCCN(C(C)C)C1 (stereo not given) the results were NPYLR7 agonist 8.9 and hcGAS inh -10.6.
CN(Cc1nnc2n1CCC2)C(=O)c1ccc2c(c1)OCCCO2 was read as NPYLR7 agonist -0.3 and hcGAS inh 2.8.
For O=C(CN1Cc2ccc(Nc3cccc(F)c3)nc2C1=O)NCCc1ccccn1 the results were NPYLR7 agonist 0.2 and hcGAS inh 3.1.
CC(C)(C)NC(=O)NC(=O)CSc1nncs1 was read as NPYLR7 agonist 1.9, mcGAS inh -5.4 and hcGAS inh -2.6.

3 entries picked at random from those above:
CC(C)(C)NC(=O)NC(=O)CSc1nncs1 was read as NPYLR7 agonist 1.9, mcGAS inh -5.4 and hcGAS inh -2.6.
Screening CCOC(=O)C1NCC2=CC(C)(C)COc3ccc(OC)c1c32 (stereo not given) returned NPYLR7 agonist -0.6, mcGAS inh -7.7 and hcGAS inh 3.4.
For O=C(CN1Cc2ccc(Nc3cccc(F)c3)nc2C1=O)NCCc1ccccn1 the results were NPYLR7 agonist 0.2 and hcGAS inh 3.1.

(listing goes on)
Cc1cc(C(C)(C)C)cc(C)c1CCN1CN(CCO)c2nc3ccccc3n2C1 was read as NPYLR7 agonist -3.4, mcGAS inh -5.3 and hcGAS inh -2.1.
CC(C)n1nccc1NC(=O)C1CCN(C(=O)C(C)(C)C)CC1 was read as NPYLR7 agonist -0.1 and hcGAS inh 0.4.
For C=CCN(Cc1ccccc1OC)C(=O)c1c(-n2cnnn2)sc(C)c1C the results were NPYLR7 agonist -7.9, mcGAS inh -11.1 and hcGAS inh -0.3.
For CCCc1nnc2sc(-c3cc(C(C)C)nn3C)nn12 the results were NPYLR7 agonist 4.8, mcGAS inh -16.8 and hcGAS inh -8.5.
O=C1CN(/N=C\c2ccc([N+](=O)[O-])o2)C(=O)N1 was read as NPYLR7 agonist -10.2&-7.3&4.8, mcGAS inh -1.5 and hcGAS inh -1.5&0.1&2.2.
`CCCCN1C(=O)c2ccc(C(=O)N3CCCCC3C)cc2C1=O` (stereo not given) gave NPYLR7 agonist 10.2 and hcGAS inh -6.2.
Screening Cc1c(C)c(C(=O)NCc2ccco2)n(Cc2cccc(C(F)(F)F)c2)c1C returned NPYLR7 agonist 2.1, mcGAS inh -3.3 and hcGAS inh 0.0.
`CN(Cc1cc(C2CC2)on1)c1nccc(CCC(F)(F)F)n1` gave NPYLR7 agonist 4.9 and hcGAS inh -5.7.
Screening Cc1ccccc1C(=O)NC(C(=O)N1CCCC1)C1CCN(C(=S)Nc2ccc(F)cc2)CC1 (stereo not given) returned NPYLR7 agonist 25.0, mcGAS inh -5.9 and hcGAS inh -8.7.
Screening CC(C)NC(=O)CNC(=O)c1cccc(CS(=O)(=O)c2ccccc2)c1 returned NPYLR7 agonist 8.1 and hcGAS inh -1.4.
CCOc1ccccc1N1CCN(C(=O)c2cc(-c3ccc(OC)cc3)n(-c3ccccc3F)c2C)CC1 was read as NPYLR7 agonist 1.1, mcGAS inh -3.8 and hcGAS inh -6.3.
O=C(c1cc(Cn2ccc3ccccc32)[nH]n1)N1CC(N2CCOCC2)C1 was read as NPYLR7 agonist 8.9, mcGAS inh -12.2 and hcGAS inh -9.7.
For COc1ccc(C(=O)NN)cc1COc1ccc(Cl)cc1 the results were NPYLR7 agonist -1.2 and hcGAS inh -5.2.
For COCCN(Cc1c(-c2ccccc2)noc1N1CCN(C)CC1)C(=O)C1CCCC1 the results were mcGAS inh -5.0 and hcGAS inh -5.0.
`CCCc1ccc(S(=O)(=O)N2CCN(c3c(-c4ccccc4)cnc4ncnn34)CC2)cc1` gave mcGAS inh -3.5 and hcGAS inh 0.5.

Three structures out of the list, arranged by heavy-atom count, descending.
For C=CCN(Cc1ccccc1OC)C(=O)c1c(-n2cnnn2)sc(C)c1C the results were NPYLR7 agonist -7.9, mcGAS inh -11.1 and hcGAS inh -0.3.
For COc1ccc(C(=O)NN)cc1COc1ccc(Cl)cc1 the results were NPYLR7 agonist -1.2 and hcGAS inh -5.2.
O=C1CN(/N=C\c2ccc([N+](=O)[O-])o2)C(=O)N1 was read as NPYLR7 agonist -10.2&-7.3&4.8, mcGAS inh -1.5 and hcGAS inh -1.5&0.1&2.2.

Compound activity: PubChem BioAssay, Fisher Drug Discovery Resource Center
